AddAB inh – less growth of phage-infected E. coli with AddAB. E. coli expressing H. pylori AddAB, absorbance growth. inhibition, % at 11.9 µM. AID 435030. hit rate 0.29% among 330,000; in the data active means inhibition above about 12%;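 further: 0% = vehicle wells of infected cells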
E coli growth – reduces bacterial viability in AddAB counter-screen; E. coli V3065 growth, OD600 absorbance, 18 h; inhibition, % at 11.9 µM; hit rate 0.27% among 330,000; AID 449728;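 active means inhibition above the campaign's mean inhibition across all tested compounds plus 3 SD, cut at about 9.9% in these data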;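 further: uninfected addAB+ strain grown without phage in ampicillin broth; 0% = DMSO wells and 100% = ciprofloxacin 0.95 µg/ml wells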
MOR-DOR ag – OPRM1-OPRD1 heterodimerization agonism; P35372+P41143; cells, luminescence; activation, % at 9.3 µM; hit rate 0.3% among 340,000; in the data active means activation above about 18%;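 further: 0% = vehicle-treated cells and 100% = reference agonist; values of inactives mirror those of a sister screen read the other way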
Target sequence (P35372 whole entry, looked up): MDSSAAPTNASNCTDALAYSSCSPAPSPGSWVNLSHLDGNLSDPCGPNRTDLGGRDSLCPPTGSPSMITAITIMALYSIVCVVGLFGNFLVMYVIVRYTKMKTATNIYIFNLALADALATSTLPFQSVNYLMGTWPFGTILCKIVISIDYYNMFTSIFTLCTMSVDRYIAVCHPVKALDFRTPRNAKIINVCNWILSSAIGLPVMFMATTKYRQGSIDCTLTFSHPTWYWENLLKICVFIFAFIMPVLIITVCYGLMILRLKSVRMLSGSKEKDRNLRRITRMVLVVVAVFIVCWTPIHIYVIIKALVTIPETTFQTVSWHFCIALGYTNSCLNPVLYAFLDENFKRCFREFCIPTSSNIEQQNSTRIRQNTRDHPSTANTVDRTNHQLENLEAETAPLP
Target sequence (P41143 whole entry, looked up): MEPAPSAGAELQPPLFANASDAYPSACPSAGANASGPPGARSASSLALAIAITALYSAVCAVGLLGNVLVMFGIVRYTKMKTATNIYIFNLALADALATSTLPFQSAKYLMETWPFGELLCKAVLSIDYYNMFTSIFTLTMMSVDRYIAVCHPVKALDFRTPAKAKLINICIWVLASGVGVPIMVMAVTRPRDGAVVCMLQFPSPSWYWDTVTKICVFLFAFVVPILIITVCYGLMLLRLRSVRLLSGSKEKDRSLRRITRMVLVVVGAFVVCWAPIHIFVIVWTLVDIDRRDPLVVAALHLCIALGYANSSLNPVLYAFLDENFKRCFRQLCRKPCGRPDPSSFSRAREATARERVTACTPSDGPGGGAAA
OPRM1-OPRD1 inv – inverse agonist of human OPRM1-OPRD1 heterodimerization | cell-based MOR-DOR heterodimer luminescence, inverse agonism | hit rate 0.21% among 340,000 | inhibition, % at 9.3 µM | P35372+P41143; in the data active means inhibition above about 22%, passing the limit was not always enough;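 further: 0% = cells with DMSO and 100% = wells without cells with DMSO; values of inactives mirror those of a sister screen read the other way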
PfHsp90 yeast 2 – growth inhibition of yeast expressing Plasmodium Hsp90; hit rate 0.32% among 310,000; S. cerevisiae expressing PfHsp90, BacTiter-Glo ATP, 48 h; yeast lacking PDR1 and PDR3 efflux regulators; inhibition, % at 9.4 µM; AID 504621;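 active means every replicate shows inhibition above about 80%, whatever the replicate mean, limit read from the data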;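 further: 0% = DMSO neutral controls and 100% = 20 µM radicicol positive controls; yeast relying on Plasmodium falciparum Hsp90 in place of its own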
phage Ecoli inh – E. coli growth loss with phage present. inhibition, % at 11.9 µM. hit rate 0.26% among 360,000. growth absorbance; in the data active means inhibition above about 11%
HTR5A inv ctr – HTR5A inverse agonism, opioid heterodimer counter-screen | HTR5A cell line, luminescence | P47898 | inhibition, % at 9.3 µM | hit rate 0.083% among 340,000 | AID 504634; in the data active means inhibition mostly above about 23%, no sharp cut-off; inactive means mostly below about 18%;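 further: 0% = cells with DMSO and 100% = no-cell wells with DMSO; some compounds called inactive have numbers as strong as hits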
PKA-R2B act – activators of human PKA-R2B complex; P22694+P31323; PKA-R2B holoenzyme dissociation, Cy5-IP20 fluorescence polarization; R2B truncated from residue 108, S112A mutant; 0% DMSO only, 100% 113 µM cGMP; activation, % at 11.4 µM; hit rate 0.079% among 340,000; AID 504700;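 active means activation above a cutoff set at the mean over all compounds plus 3 SD, cut at about 18% in these data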;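 further: higher means more holoenzyme dissociation and a rise in polarization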
Tat export inh – inhibitors of E. coli Tat protein transport. hit rate 0.036% among 340,000. inhibition, % at 10 µM. AID 488895. E. coli MC4100 TorA-mCherry Tat export, fluorescence;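 active means mean replicate inhibition at least 50% and at least half of replicates individually reaching 50%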;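 further: exported cargo escapes ClpAP degradation while cytoplasmic cargo is degraded and loses fluorescence; 0% = median of neutral control wells and 100% = median of NaSCN control wells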
PKA-R1A act – activators of PKA-R1A complex; P00514+P68181; PKA-R1A dissociation, Cy5-IP20 fluorescence polarization; scaled: DMSO 0%, 113 µM cGMP 100%; activation, % at 11.4 µM; hit rate 0.083% among 340,000; AID 504707;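 active means percent activation above the mean of all tested compounds plus 3 SD, cut at about 19% in these data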;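 further: higher means more PKAc released from R1A so a rise in polarization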
Mot1-301 SUMO – blocks SUMOylation pathway, rescuing yeast Mot1-301 growth; growth rescue, % at 18.8 µM; S. cerevisiae Mot1-301 growth rescue, ATP luminescence, 38.5C; percent above DMSO median, 100 means doubled; AID 2716; hit rate 1% among 320,000;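 active means every valid replicate shows activation above 250% relative to neutral control wells; inactive means the rest, any valid replicate at or below 250%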;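 further: OY570 slx delta 5 strain wells were the positive control but not used for scaling; some compounds called inactive have numbers as strong as hits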
An asterisk follows results filed as active; / = not tested or not shown. Random draw from the library; 2.2% or so of the library scored in one or more.

item	SMILES	AddAB inh	E coli growth	MOR-DOR ag	OPRM1-OPRD1 inv	PfHsp90 yeast 2	phage Ecoli inh	HTR5A inv ctr	PKA-R2B act	Tat export inh	PKA-R1A act	Mot1-301 SUMO
1	CN(C)c1ccc(CN(C(=O)c2cc3ccccc3oc2=O)C2CCS(=O)(=O)C2)cc1 (stereo unspecified)	1.4	-1.3	-2.5	13	15	1.4	13	5	-3	1	-9
2	Cc1nn(-c2ccccc2)c(N)c1C(c1ccccc1)c1c(C)nn(-c2ccccc2)c1N	2.5	-1.3	-0.1	0	-33	1.9	-14	-12	-6	7	-2
3	NC(=O)[C@@H]1CCCN1Cc1nc(-c2cccs2)no1	0.5	-0.4	-3.4	16	18	0.2	13	-3	-1	-4	6
4	CCCn1c(O)c(N=NC(=O)CNC(=O)c2cccnc2)c2ccccc21	2.9	0.1	-4.8	25	-7	1.5	5	0	0	-14	15
5	CC(=O)Nc1ccc(S(=O)(=O)N2CCN(C(=O)C3COc4ccccc4O3)CC2)cc1 (stereo unspecified)	0.2	-1.5	-2.8	15	-6	1.4	12	5	1	4	-3
6	CN(CCOc1ccccc1)c1ccc(S(=O)(=O)N2CCCCC2)cn1	4.7	-0.6	-1.1	5	/	3.0	-8	-13	-5	-9	15
7	CC(=O)N(CCc1ccccc1C)Cc1cc2ccc(C)cc2[nH]c1=O	-1.4	-0.5	-2.1	10	52	1.7	-7	4	-1	-2	-28
8	Cn1c(=O)c(=O)n(C)c2cc(S(=O)(=O)CCC(=O)NCc3ccccc3)ccc21	-2.9	0.0	-2.1	12	-25	1.8	-13	-8	-4	-1	-9
9	CCOC(=O)c1cc(NC(=O)N(C(C)C)C(C)C)c(C)nc1C	0.3	-1.1	-4.5	20	/	1.1	-5	-7	-8	-12	-18
10	COc1ccc(NCc2nnc(SCC(=O)Nc3ccccc3)n2C)cc1	0.2	2.2	-2.1	11	1	5.5	-17	-2	-1	-10	8
11	O=C(O)CCCNCc1ccccc1F	/	/	-2.0	11	0	0.2	17	-10	3	5	/
12	COc1ccc(/C=C2\NC(=O)C(C=NCc3ccccc3)=C2O)cc1	1.4	1.8	0.8	-4	10	3.0	2	5	-4	-17	175
13	COc1ccc(C)cc1NC(=O)CCc1ccc(S(=O)(=O)N2CCOCC2)cc1	-0.1	0.0	-2.0	8	-10	3.3	-1	1	-4	4	10
14	COc1ccc2nc(N(Cc3ccccc3)C(=O)CCNC(C)=O)sc2c1	0.9	-1.1	-2.1	11	-1	1.6	-15	3	-2	-1	257
15	CCc1nnc(NC(=O)C(CC)c2ccccc2)s1 (stereo unspecified)	2.2	2.9	-1.6	9	-15	3.5	-5	-2	12	1	-3
16	CCOC(=O)c1ccc(NC(=O)CN2CCc3ccccc3C2)cc1	-0.8	-2.2	3.2	-17	-1	2.2	-8	1	3	-3	/
17	O=C(Nc1ccc(F)cc1)c1cc(S(=O)(=O)N2CCCCC2)ccc1F	0.2	-1.4	-1.7	9	-6	0.6	28	-8	-4	0	-7
18	NS(=O)(=O)c1cccc(NC(=O)c2ccc3nc[nH]c3c2)c1	2.9	0.4	1.4	-7	-4	-0.3	-8	-3	0	4	14
19	CCc1ccc(OCC(O)CN2CCN(CCO)CC2)cc1 (stereo unspecified)	1.5	-2.3	-1.0	5	13	-1.6	-6	2	-9	6	155
20	COc1cccc(S(=O)(=O)NCC(=O)N2CCCC2)c1	1.8	1.4	-2.2	11	0	-2.6	-19	-10	-4	-2	-26
21	CCCSc1nsc(NC(=O)CCC)n1	2.8	-0.5	-1.1	6	-6	4.3	-4	-5	2	-5	-13
22	CCCCCCSc1ccc([C@@H]2[C@H]3C(=O)N(CC)C(=O)[C@H]3[C@]3(C(=O)OC)CCCCN23)cc1OC	2.4	1.9	0.0	0	16	1.5	-1	0	4	8	-13
23	CCC1=C2CC[C@H]3C(=O)N(CC)C(=O)[C@H]3[C@H]2[C@@]2(Cc3ccccc3)C(=O)N(Cc3ccccc3)C(=O)N2C1=O	-1.3	-0.2	-1.5	9	22	3.6	-34	-11	3	-11	9
24	Cc1ccc(S(=O)(=O)N2CCC(C(=O)OCc3ccc([N+](=O)[O-])cc3)CC2)cc1	1.0	2.4	2.2	-11	9	2.5	8	-4	5	1	-9
25	Cc1noc(C)c1S(=O)(=O)N1CCC(C(=O)N(C)Cc2ccccc2)CC1	1.4	-2.2	-3.2	17	-7	3.6	-11	1	3	-10	26
26	CS(=O)(=O)c1ccc2nc(NC(=O)c3cccc(Cl)c3)sc2c1	-1.1	2.4	-2.2	10	-15	2.8	-26	-4	-7	0	-7
27	CC1CCN(c2nc3ccc(C(=O)N4CCN(Cc5ccccc5)CC4)cc3s2)CC1	-2.4	-3.1	0.0	0	4	3.0	-17	-3	9	-16	/
28	COc1ccc(C(C)=O)cc1CSc1nnc2c(Cl)cc(Cl)cn12	7.5	1.4	0.3	-2	16	2.0	-2	1	-9	1	-12
29	COCCNC(=S)Nc1ccc(S(=O)(=O)Nc2cnc3ccccc3n2)cc1	-1.7	3.2	-1.5	8	-14	1.9	8	6	-2	-7	/
30	O=C(NCc1ccccn1)c1ccco1	0.1	-1.1	1.4	-9	8	2.9	-18	3	4	-2	-6
31	COc1ccc(/C=C/C(=O)OCCNC(=O)c2ccncc2)cc1OC	3.6	1.9	-0.8	4	-7	3.0	2	9	-14	0	17
32	C=CCc1ccccc1OCC(O)Cn1ccnc1C (stereo unspecified)	3.5	1.4	-1.9	11	-21	3.3	-1	-5	4	12	6
33	Brc1ccccc1OCCCOc1cccc2cccnc12	-3.0	-0.8	1.1	-5	-20	0.8	1	-5	16	-12	-14
34	CSc1oc(-c2ccco2)nc1S(=O)(=O)c1ccc(Br)cc1	-1.1	2.7	3.1	-19	-13	3.3	-12	-4	2	-1	-13
35	CC1(C)Cc2ccccc2-c2nnc(SCC(=O)N3CCN(c4ccccc4)CC3)n21	0.4	1.4	0.0	0	11	0.1	-14	9	2	-4	10
36	CC(C)C(NC(=O)c1ccco1)C(=O)OCc1cc([N+](=O)[O-])cc2c1OCOC2 (stereo unspecified)	1.0	1.3	-0.1	0	13	2.4	-4	-7	-10	-10	4
37	Cc1ccc(-c2onc3ccc(C(=O)/C=C/N(C)C)cc23)cc1	-0.6	1.8	1.4	-6	119*	0.6	-3	-3	-8	17	15
38	CCC1CCCCN1CCCNC(=O)CS(=O)(=O)Cc1nc(-c2cccc(OC)c2)oc1C (stereo unspecified)	1.6	0.3	-2.4	12	5	-2.6	-2	-7	-6	-9	3
39	CN=C(Nc1ccc(Cl)cc1)c1ccc(C(F)(F)F)cc1	4.8	4.2	-1.9	10	-3	4.5	12	-7	2	-14	-21
40	O=C(NCCc1ccco1)c1ccc(OCc2cn3ccccc3n2)cc1	0.8	1.1	-3.1	16	/	2.7	15	-8	-9	0	-8
41	N#CCc1c(C#N)c(N)nc(N2CCCC(CO)C2)c1C#N (stereo unspecified)	-0.2	0.2	-0.8	4	/	1.9	-3	-14	-1	-6	6
42	COC(=O)CN(n1cnnc1)S(=O)(=O)c1ccccc1Cl	3.1	3.7	-1.4	8	/	1.5	15	-5	2	-8	-11
43	O=C(Nc1ccccc1)C1CC(=O)N(c2ccc3c4c(cccc24)CC3)C1 (stereo unspecified)	-0.4	-1.1	0.5	-3	-7	0.1	13	-14	0	8	-5
44	Oc1c(Br)cc2oc3c(c2c1CNCc1ccccc1)CCCC3	3.6	-2.6	6.6	-36	10	1.1	-10	2	-4	-4	13
45	Cc1cccc(N(CC(=O)NCc2ccco2)C(=O)CCC(=O)Nc2nccs2)c1	4.4	1.5	-2.7	14	30	3.0	-1	-3	9	0	94
46	O=C(OC[C@@H]1CCCN2CCCC[C@H]12)c1cc2ccccc2oc1=O	1.5	3.2	-4.5	24	16	1.4	6	2	19	2	235
47	COCCSc1nnc(NS(=O)(=O)Cc2ccccc2)s1	0.8	0.4	-2.1	12	-1	0.6	-7	-7	-9	-7	11
48	CCOC(=O)C1CCCN(C(=O)c2ccc(-c3ccc([N+](=O)[O-])cc3)o2)C1 (stereo unspecified)	-1.7	1.3	-0.3	2	14	2.2	1	-10	2	1	13
49	Cc1cc(=O)[nH]c(N/N=C/C=C/c2ccccc2)n1	1.2	-0.7	-2.3	16	-3	3.3	-8	-5	5	1	-10
50	COc1cc(-c2cc(N3C(=O)Nc4ccccc4N3O)n[nH]2)cc(OC)c1OC	-0.6	-1.4	-0.6	3	17	1.3	-29	-1	-2	-6	-11
51	COc1ccc(S(=O)(=O)N2CCC(C(=O)NCCN3CCOCC3)CC2)cc1OC	2.3	-0.1	-0.7	6	-28	1.3	-8	-4	-2	-5	117
52	CN(Cc1ccco1)Cc1ccc(O)c2ncccc12	2.9	1.8	-0.5	2	4	/	-2	-3	-5	-6	-7
53	CN(C)CCN(Cc1ccccc1)c1ccccn1	4.1	-0.9	-1.0	6	11	5.9	-32	10	-12	-1	4
54	CC(C)CC1NC(=O)N(CC(=O)Nc2ccc(OCc3ccccc3)cc2)C1=O (stereo unspecified)	/	/	0.3	-2	/	5.1	-1	-4	-2	-1	/
55	CN(CC(=O)NCc1cccc(F)c1)C(=O)c1ccco1	1.9	-0.5	-2.2	12	3	0.9	13	-9	-3	-14	-18
56	COC(=O)Nc1ccc(S(=O)(=O)NNC(=O)c2c(O)c3ccccc3[nH]c2=O)cc1	3.8	-1.4	-3.8	18	0	1.2	-5	-4	-4	-2	6

Next part:
item	SMILES	AddAB inh	E coli growth	MOR-DOR ag	OPRM1-OPRD1 inv	PfHsp90 yeast 2	phage Ecoli inh	HTR5A inv ctr	PKA-R2B act	Tat export inh	PKA-R1A act	Mot1-301 SUMO
57	CCOC(=O)C1CCCN(S(=O)(=O)c2ccccc2)C1 (stereo unspecified)	2.8	-0.1	1.1	-6	8	0.7	-8	-2	-10	-12	0
58	C[C@]12C[C@H](O)[C@@H]3c4ccc(O)cc4CCC3[C@@H]1CCC2=O (stereo partly specified)	0.5	-1.5	-0.9	4	33	3.1	-5	-10	2	-9	353
59	O=C(C1COc2ccccc2O1)N1CCN(c2nc3c(F)cc(F)cc3s2)CC1 (stereo unspecified)	1.0	-1.5	2.6	-14	-16	2.5	4	-13	0	-9	6
60	COc1ccc(NS(=O)(=O)c2ccc(C(=O)N3CCN(c4ccc(F)cc4)CC3)cc2)cc1	2.9	1.6	4.8	-20	11	0.8	-13	0	6	-1	1
61	CCOC(=O)c1c(C)[nH]c(C=Nc2ccc(OC)cc2)c1O	2.6	0.7	-4.3	18	18	1.8	14	7	-2	-7	-17
62	Cc1cccc(-c2nc(CSCC(=O)N3CCN(Cc4ccc5c(c4)OCO5)CC3)c(C)o2)c1	1.9	-0.7	-0.1	1	-4	0.7	3	-4	13	-1	2
63	COc1cc(NC(=O)C2CCN(S(=O)(=O)c3ccc4[nH]c(=O)oc4c3)CC2)cc(OC)c1	1.5	-0.7	-1.8	9	2	-0.2	-8	3	7	1	-6
64	O=C(COC(=O)c1ccccc1F)NNC(=O)c1ccccc1	-0.7	-2.6	-0.2	1	/	0.2	-5	-3	5	-15	1
